ATXN2 expr inh: ATXN2 expression inhibition; HEK-293 ATXN2-luciferase reporter, luminescence, 24 h; Potency, µM (top dose mostly 57 µM), inactives show at the top dose activity change, negative = inhibition, actives largely listed as inhibitors; 360,000 tested, 0.72% active; AID 1745845; note: potency is the fitted concentration of half-maximal effect; % is set by controls: 0 for no effect and ±100 for the full control effect; nearly all actives have a fitted effect of over 55% in size
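ATXN2-luciferase reporter cells (luciferase flanked by upstream and downstream ATXN2 gene portions) were treated 24 h at 37 °C with compounds at up to 57 uM. SteadyGlo luminescence gave expression; GF-AFC fluorescence gave viability.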
A549 tox: counter-screen for Nrf2 inhibitors: cytotoxicity in A549 cells; A549 ARE-Fluc cells, CellTiter-Fluor viability, 18-24 h; Potency, µM (series often up to 46 µM), for inactives: at the top dose activity change, negative = cytotoxicity, usual class: inhibitors; 390,000 tested, 0.16% active; AID 504648; note: potency is the fitted concentration of half-maximal effect; % is set by controls: 0 for no effect and ±100 for the full control effect
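A549 ARE_Fluc cells in 5% FBS OPTI-MEM were exposed to compounds in concentration-response for 18-24 h at 37 deg C. Viability was read by CellTiter-Fluor fluorescence (Ex 405/Em 525) after 30 min, before the luciferase read.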
Nrf2 block: inhibitors of Nrf2 signaling | Potency, µM (series often up to 46 µM), for inactives: top-dose activity change, negative = inhibition, usual class: inhibitors | A549 ARE-Fluc reporter, luciferase luminescence, 18-24 h | AID 504444 | 360,000 tested, 2.1% active; note: potency is the fitted concentration of half-maximal effect; % is set by controls: 0 for no effect and ±100 for the full control effect; nearly all actives have a fitted effect of over 60% in size
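Nrf2 activity is the BugLite luminescence, read 15 min after reagent at room temperature, following CellTiter-Fluor cytotoxicity readout (30 min, 37C). Compound titrations were applied for 18-24 h to 5000 A549 ARE_Fluc cells/well in 5% FBS OPTI-MEM.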
HepG2 viability: kills HepG2 cells in TGF-b inhibitor counter-screen | HepG2 CAGA-GFP viability, ATP luminescence, 18 h | Potency, µM (doses to about 46.1 µM), inactives show top-dose activity change, negative = cytotoxicity, hits mostly cytotoxic | 410,000 tested, 0.76% active | AID 588856; note: potency is the fitted concentration of half-maximal effect; some results filed as inactive show a strong effect at the top dose
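HepG2 CAGA-GFP cells (1000/well, DMEM with 1% FBS) received compound, then TGF-beta at 500 pg/mL final, and were incubated 18 hours at 37 degrees C. Viability was read by CellTiter-Glo luminescence. Media-only wells were set as complete cell-killing and DMSO as no toxicity.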
IL-2 act: activates IL-2 in a cell-based reporter assay; IL-2 activation reporter assay, cell-based qHTS; stimulated with anti-CD3/CD4/CD28 beads; in transgenic mouse T cells; activation, % (series mostly up to about 46 µM); 360,000 tested, 0.065% active; in the data active = activation above about 50%; inconclusive = mostly about 30% to 49%; note: 0% is about no effect
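Using fluorescent plate cytometry, EGFP and DsRed are detected in transgenic mouse T cells stimulated 18 h at 37 degrees C with antibody-coated beads after 60 min compound pretreatment.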
ATXN viability: reduces viability in counter-screen for ATXN expression inhibitors. S2 cells (HEK-293 line with an ATXN2-luciferase reporter) viability, CellTiter-Fluor protease fluorescence, 24 h. Potency, µM (titrated, usually from 56.7 µM), usual class: cytotoxic. 400,000 tested, 0.49% active. AID 651635; note: potency is the fitted concentration of half-maximal effect; nearly all actives have a fitted effect of over 40% in size
TGFb SMAD3 inh: TGF-b pathway inhibition; 410,000 tested, 1.2% active; Potency, µM (series often up to 46.1 µM), for inactives: at the top dose activity, negative = inhibition, most hits filed as inhibitors; AID 588855; HepG2 CAGA-GFP TGF-b/SMAD3 reporter, GFP fluorescence, 18 h; TGF-beta stimulated, 500 pg/mL final; note: potency is the fitted concentration of half-maximal effect; % is set by controls: 0 for no effect and ±100 for the full control effect; nearly all actives have a fitted effect of over 65% in size
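Per well, imaged GFP fluorescence of HEPG2 CAGA-GFP cells gives the signal; cells get compound, then TGF-beta (500 pg/mL final), 18 h at 37 degrees C; %Activity versus -TGF-beta and +DMSO controls.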
EPAC2 agonist: agonists of human EPAC2 (RAPGEF4) | 360,000 tested, 0.079% active | Potency, µM (doses to about 154 µM), for the others: at the top dose activation, actives largely listed as activators | Q8WZA2 | EPAC2 activation, biochemical qHTS; response scale: 100% = 6.5 mM cAMP response; note: potency is the fitted concentration of half-maximal effect; nearly all actives have a fitted effect of over 50% in size
Target sequence (Q8WZA2 whole entry, looked up): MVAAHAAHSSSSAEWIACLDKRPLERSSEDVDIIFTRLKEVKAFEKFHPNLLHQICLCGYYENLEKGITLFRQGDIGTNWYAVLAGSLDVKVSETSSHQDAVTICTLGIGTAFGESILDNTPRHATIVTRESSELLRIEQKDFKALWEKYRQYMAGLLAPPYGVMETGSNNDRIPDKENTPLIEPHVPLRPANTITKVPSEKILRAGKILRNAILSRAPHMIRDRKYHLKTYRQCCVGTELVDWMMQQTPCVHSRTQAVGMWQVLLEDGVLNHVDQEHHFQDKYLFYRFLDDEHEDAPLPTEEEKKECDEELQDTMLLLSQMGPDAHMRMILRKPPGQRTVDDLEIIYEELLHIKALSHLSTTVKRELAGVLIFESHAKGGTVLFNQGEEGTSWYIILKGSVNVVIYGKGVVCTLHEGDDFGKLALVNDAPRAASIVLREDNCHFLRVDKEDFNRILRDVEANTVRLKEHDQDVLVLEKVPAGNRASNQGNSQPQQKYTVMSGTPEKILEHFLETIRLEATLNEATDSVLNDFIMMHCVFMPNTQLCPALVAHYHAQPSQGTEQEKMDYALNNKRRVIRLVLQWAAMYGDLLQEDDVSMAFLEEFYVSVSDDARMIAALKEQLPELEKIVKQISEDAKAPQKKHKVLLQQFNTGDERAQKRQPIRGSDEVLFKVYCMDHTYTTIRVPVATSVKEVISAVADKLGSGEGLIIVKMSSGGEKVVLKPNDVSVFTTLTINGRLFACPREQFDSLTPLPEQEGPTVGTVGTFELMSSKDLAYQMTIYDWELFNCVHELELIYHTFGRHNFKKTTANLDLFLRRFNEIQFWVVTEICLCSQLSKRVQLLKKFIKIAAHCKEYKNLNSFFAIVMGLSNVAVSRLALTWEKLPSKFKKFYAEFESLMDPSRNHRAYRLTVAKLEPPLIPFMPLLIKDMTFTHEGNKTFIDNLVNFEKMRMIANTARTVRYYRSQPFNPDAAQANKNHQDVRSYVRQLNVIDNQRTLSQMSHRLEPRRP
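Each well held 100 nM EPAC2, 250 nM RAP1B-BODIPY-GDP and 50 uM GDP. Fluorescence, read at 5-min intervals to 30 min, was referenced to a 6.5 mM cAMP positive control.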
Nrf2 activator: activates Nrf2 signaling; AREc32 ARE-luciferase reporter (MCF7-derived line), luminescence, 24 h; Potency, µM (highest dose often 46.1 µM), inactives show top-dose activation, usual class: activators; 410,000 tested, 0.31% active; AID 624171; note: potency is the fitted concentration of half-maximal effect; % of control where 0% means no effect; nearly all actives have a fitted effect of over 65% in size
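Nrf2 activation is followed as ARE-luciferase induction in the AREc32 line after one day of compound treatment; luminescence is read with Steady-Glo.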
The depositor's hits bear a star; i = inactive; ? = inconclusive; nt = not tested or not shown; & = joins results of further samples; [ ] = another dose, or the depositor's remark. Unless noted, calls come from the whole dose curve; as a rule, active = well fitted curve in the direction sought with a large enough effect; inconclusive = small, poorly fitted or top-dose-only effect, or another doubt; inactive = no such curve, though single readings can be large; an effect the other way counts as inactive or inconclusive.

SMILES | ATXN2 expr inh | A549 tox | Nrf2 block | HepG2 viability | IL-2 act | ATXN viability | TGFb SMAD3 inh | EPAC2 agonist | Nrf2 activator
Cc1ccc(-c2cnc(NC(=O)CCC(=O)N(C)Cc3ccccc3)n2C)cc1 | 17% | 0% | 12% | -24% | -3.1 | ? | -6% | 0% | -0.5%
CC(=O)NNC(=O)N1Cc2ccccc2Oc2ccc(Cl)cc21 | 1% | 0%&-2% | 6%&8% | -17%&1% | 0.1 | i | -9%&0% | 2% | -0.1%
CCc1nnc(N/N=C/c2ccccc2F)n1N | -28% | -3% | 8% | -106% | -0.3 | i | ? | -7% | -2.8%
CC1CCCC(NC(=O)CN2C(=O)NC(c3ccccc3)(c3ccccc3)C2=O)C1C (stereo not drawn) | 0% | 4% | -6% | -17% | 1.5 | i | -24% | -9% | 13%
CCOc1ccc(N(CC(=O)Nc2cccc(C)c2C)S(=O)(=O)c2c(C)[nH]c(=O)[nH]c2=O)cc1 | nt | 9% | 1% | 1% | 0.4 | i | -19% | 6% | -0.5%
O=C(CSc1nnc(-c2ccccc2Br)o1)Nc1cccc2ccccc12 | 39%[activator] | -5% | ? | -1% | -0.3 | i | 0% | 4% | 1.0%
CCOc1ccccc1CNn1cnnc1SCC(=O)NC(C)(C)C | nt | nt | nt | -67% | -1.3 | i | 1% | 6% | -1.3%
CCOC(=O)c1sc(N)c(C#N)c1CSc1nc2ccc(OCC)cc2[nH]1 | -11% | -13% | -28% | -22% | 0.6 | i | -7% | -21% | 3.1%
Fc1ccc(N2CCN(c3nc(-c4ccco4)cc(C(F)(F)F)n3)CC2)cc1 | -31% | -1% | -20% | -2% | -0.5 | ? | -5% | 8% | ?
COc1ccccc1NC(=O)Nc1ccc(C(=O)N2CCCCC2)cc1 | nt | 4% | ? | -60% | 0.5 | i | -7% | -6% | 2.9%
CCc1noc(C)c1C(=O)N1CCCC(Nc2cccc(F)c2)C1 (stereo not drawn) | nt | nt | nt | 4% | -0.4 | i | 4% | -2% | -1.8%
CCCn1c(N)c(C(=O)CSc2nc3ccccc3c(=O)n2-c2ccc(OC)cc2)c(=O)[nH]c1=O | 2% | 2% | -13% | -17% | -3.7 | i | 3% | -1% | -0.1%
CCN(CC(=O)Nc1ccc(OC)cc1)C(=O)c1ccc(OCc2c(C)noc2C)cc1 | -3% | -1% | -13% | 2% | -1.8 | i | 5% | -1% | -0.5%
CCOc1cc(CNc2ccc3c(c2)OCCO3)cc(Br)c1OC | 23% | ? | 25% | -17% | -0.1 | ? | ? | 7% | -0.6%
COc1ccc(CN2CCCN(S(=O)(=O)c3ccc(Br)cc3)CC2)cc1 | ? | 17% | -3% | -24% | -0.7 | i | ? | 9% | 4.7%
Cc1ccc(NS(=O)(=O)c2ccc(CCC(=O)N3CCOCC3)cc2)cc1 | -25% | -7% | nt | -14% | 0.7 | i | -9% | 8% | 0.0%
O=C(/C=C/c1cccc([N+](=O)[O-])c1)NCCSCc1ccco1 | 0% | 6% | -3% | -18% | 0.0 | i | 16% | -4% | 10%
CCN(CC)CCn1cnc2c([nH]c3cccc(OC)c32)c1=O | 4% | -3% | 27% | 1% | 0.4 | i | 5% | 1% | 0.0%
CCOC(=O)C1(CCOc2ccccc2)CCN(Cc2cccn2-c2cccnc2)CC1 | ? | -12% | ? | -32% | 1.3 | i | ? | 10% | 0.3%
O=c1[nH]c(/C(Cl)=C/c2cc(Cl)ccc2O)nc2cc(Cl)ccc12 | -12% | -9% | -13% | -13% | 0.0 | ? | -21% | -13% | 8.9µM*

Complete entries as entered above:
CCOc1ccc(N(CC(=O)Nc2cccc(C)c2C)S(=O)(=O)c2c(C)[nH]c(=O)[nH]c2=O)cc1 in the list: ATXN2 expr inh = nt; A549 tox = 9%; Nrf2 block = 1%; HepG2 viability = 1%; IL-2 act = 0.4; ATXN viability = i; TGFb SMAD3 inh = -19%; EPAC2 agonist = 6%; Nrf2 activator = -0.5%
O=c1[nH]c(/C(Cl)=C/c2cc(Cl)ccc2O)nc2cc(Cl)ccc12 in the list: ATXN2 expr inh = -12%; A549 tox = -9%; Nrf2 block = -13%; HepG2 viability = -13%; IL-2 act = 0.0; ATXN viability = ?; TGFb SMAD3 inh = -21%; EPAC2 agonist = -13%; Nrf2 activator = 8.9µM*

(more compounds)
SMILES | ATXN2 expr inh | A549 tox | Nrf2 block | HepG2 viability | IL-2 act | ATXN viability | TGFb SMAD3 inh | EPAC2 agonist | Nrf2 activator
Cc1c(C)c2ccc(OC(C)C(=O)NC3CCN(Cc4ccccc4)CC3)cc2oc1=O (stereo not drawn) | 3% | -3% | 5% | -20% | 0.0 | i | -21% | 2% | 2.6%
CNC(=O)c1cc(NC(=O)N(CCC#N)CCN(C(=O)NC(Cc2ccccc2)C(=O)NC(CC(C)C)C(=O)NC)c2ccccc2)ccc1OC (stereo not drawn) | -15% | 7% | 12% | 5% | -0.2 | ? | 6% | 3% | 2.3%
COc1ccc2c(CNCCc3ccco3)c(C(=O)O)n(Cc3ccc(F)cc3)c2c1 | 16% | ? | 29% | -3% | nt | ? | -16% | nt | 7.0%
COc1cc(/C=N/n2nnnc2N)ccc1OC(C)C | 26% | 3% | -14% | -9% | 0.1 | i | 0% | 9% | 7.0%
O=c1cc(N2CCCCC2)nc2n1CCCS2 | 9% | 16% | nt | -11% | 0.7 | i | 10% | 3% | 0.4%
CC(C)(C)c1ccc(S(=O)(=O)N2CCN(C(=O)c3ccc4c(c3)C(=O)N(Cc3ccncc3)C4=O)CC2)cc1 | -10% | 0% | 9% | -10% | -4.3 | i | -8% | -2% | -0.1%
CC(C)(C)c1ccc(C(=O)Nc2nnc3n2CCS3)cc1 | ? | -13% | nt | -27% | nt | ? | ? | nt | -0.7%
COc1ccc(CNC(=O)CCCn2nc([N+](=O)[O-])cc2C)cc1 | nt | 15% | 9% | -9% | 3.3 | i | 17% | 3% | -1.0%
Cc1ccccc1-n1nc(C)c(N=O)c1N | nt | 1% | 9% | 16% | -0.4 | i | 6% | -11% | 0.9%
O=C(CN1CCCN(S(=O)(=O)c2ccc(F)cc2)CC1)Nc1ccccc1Br | -17% | -3% | -6% | -4% | 1.4 | i | -13% | 13% | 0.0%
CCOc1ccc(NC(=S)Nc2ccc(C)c([N+](=O)[O-])c2)cc1 | -4% | -5% | -17% | -24% | -0.6 | i | -2% | -7% | 0.2%
O=S(=O)(c1cccc2cccnc12)n1cnc2ccccc21 | 5% | -6% | nt | 1% | -1.6 | i | 9% | -13% | 0.4%
CC(=NNC(=S)N1CCCCCC1)c1cccc2cccnc12 | ? | ? | ? | 14% | -4.4 | ? | 2.2µM* | 3% | 2.9%
O=C(CNC(=O)c1cc(Cl)cc([N+](=O)[O-])c1)OCC(=O)N1CCCCC1 | 2% | 5% | 15% | -9% | 2.1 | i | -23% | 2% | 0.7%
Cc1cc(C)n(-c2nncc(-c3ccccc3)n2)n1 | 29% | 2% | 20% | -11% | -0.7 | i | 9% | -3% | 4.5%
COc1ccc(S(=O)(=O)N2CCCCC2)cc1NC(=O)C1CCCC1 | nt | 2% | 8% | 7% | 0.5 | i | 17% | 10% | 0.0%
O=C(C1CCCN(c2ncnc3c2nc2n3CCCCC2)C1)N1CCN(c2ccccc2F)CC1 (stereo not drawn) | 3% | 0% | -29% | 0% | -3.2 | i | -4% | 8% | -1.2%
OC(CNC1CCCC1)COc1ccccc1Br (stereo not drawn) | nt | -7% | 4% | -16% | -0.5 | i | 1% | 9% | 0.5%
CC(C)(C)c1csc(CS(=O)(=O)c2ccccn2)n1 | nt | -18% | 1% | -3% | -0.6 | i | 7% | 2% | 3.3%
Cc1ccc(S(=O)(=O)N2CCC(C(=O)NCCN3CCCCCC3)CC2)cc1 | 1% | 11% | nt | -3% | -0.1 | i | -3% | 7% | -0.5%
COc1ccc(-c2cc(C(=O)Nc3ccc(S(=O)(=O)Nc4onc(C)c4C)cc3)c3ccccc3n2)cc1 | nt | 0% | 0% | -1% | 1.5 | nt | -1% | 0% | 0.0%
CCNC(=O)COC(=O)CNC(=O)c1cc(Cl)cc([N+](=O)[O-])c1 | -15% | 5% | 6% | 3% | -0.8 | i | 7% | 8% | -0.3%
COCCNC(=S)N1CCC(NC(=O)C23CC4CC(CC(C4)C2)C3)CC1 | 2% | 5% | 1% | -15% | 1.6 | i | -3% | 7% | 0.2%
CC(/C=N/NC(=O)C(O)c1ccccc1)=C\c1ccccc1 (stereo not drawn) | 74%[activator] | 15% | ? | -30% | -1.0 | i | 0% | 9% | 1.6%
COc1ccc(NC(=O)Cn2c(=O)c3cccn3c3ccccc32)cc1 | nt | -1% | ? | -13% | nt | nt | 0% | nt | -0.6%
COc1ccc(NC(=O)CSc2ccc3nnc(CCNC(=O)c4ccccc4)n3n2)cc1 | 0% | -3% | 2% | 9% | -1.5 | i | -2% | 4% | 0.0%
Cc1ccc(S(=O)(=O)N/N=C/c2c[nH]c3ccccc23)cc1 | -15% | 1% | ? | -29% | 0.4 | i | ? | 8% | 9.7%

TGFb SMAD3 inh, entries above that show a hit.
mol,IL-2 act,TGFb SMAD3 inh,EPAC2 agonist,Nrf2 activator
CC(=NNC(=S)N1CCCCCC1)c1cccc2cccnc12,-4.4,2.2µM*,3%,2.9%

High-throughput results deposited in PubChem by National Center for Advancing Translational Sciences (NCATS).

Compounds as they come. Share with any hit: about 4.3%.
